IDE act – IDE (human) activation, cell-based | 340,000 compounds, 0.073% hits | activation, % at 5.96 µM | P14735 | AID 493087 | HEK cells, FAbeta-B cleavage, fluorescence polarization; 0% vehicle, 100% cell-free pure enzyme wells;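 active = activation above the mean of all tested compounds plus 3 SD, set per screening campaign, cut at about 17% in these data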
Target sequence (P14735 whole entry, looked up): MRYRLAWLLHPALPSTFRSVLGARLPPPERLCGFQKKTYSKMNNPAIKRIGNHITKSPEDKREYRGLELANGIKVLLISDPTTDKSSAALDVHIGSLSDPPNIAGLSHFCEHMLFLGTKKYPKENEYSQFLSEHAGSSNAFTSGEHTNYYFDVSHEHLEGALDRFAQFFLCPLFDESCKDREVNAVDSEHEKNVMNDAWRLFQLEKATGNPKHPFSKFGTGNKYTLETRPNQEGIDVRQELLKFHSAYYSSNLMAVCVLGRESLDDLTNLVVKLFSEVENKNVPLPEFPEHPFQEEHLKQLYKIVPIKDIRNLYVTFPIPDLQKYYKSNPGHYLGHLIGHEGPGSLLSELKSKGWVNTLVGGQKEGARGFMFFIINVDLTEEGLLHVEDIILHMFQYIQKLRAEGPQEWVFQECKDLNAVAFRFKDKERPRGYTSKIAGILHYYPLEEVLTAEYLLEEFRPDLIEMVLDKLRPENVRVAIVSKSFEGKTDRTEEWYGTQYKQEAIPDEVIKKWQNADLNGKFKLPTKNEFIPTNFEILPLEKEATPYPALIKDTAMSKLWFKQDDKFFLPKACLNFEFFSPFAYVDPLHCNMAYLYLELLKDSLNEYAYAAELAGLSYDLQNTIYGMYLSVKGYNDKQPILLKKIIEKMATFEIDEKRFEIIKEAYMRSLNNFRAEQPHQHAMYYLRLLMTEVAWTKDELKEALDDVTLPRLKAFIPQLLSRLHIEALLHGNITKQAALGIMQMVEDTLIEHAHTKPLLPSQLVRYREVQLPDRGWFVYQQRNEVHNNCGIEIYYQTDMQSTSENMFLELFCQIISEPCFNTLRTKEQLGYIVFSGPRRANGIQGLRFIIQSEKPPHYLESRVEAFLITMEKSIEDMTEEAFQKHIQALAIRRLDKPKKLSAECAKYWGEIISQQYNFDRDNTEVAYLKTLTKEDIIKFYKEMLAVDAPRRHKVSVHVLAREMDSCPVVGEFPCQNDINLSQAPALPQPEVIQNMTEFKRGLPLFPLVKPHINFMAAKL
CRFR2-BP antag – CRF-BP/CRF-R2 complex antagonism; HEK293 CRF-R2/CRF-BP, CRF-induced calcium fluorescence; inhibition, % at 11.8 µM; 350,000 compounds, 0.59% hits; AID 588475;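 active = inhibition of the ligand-induced calcium signal above about 50% at the single tested concentration, limit read from the data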
MEKK3 PB1 HTS – raises or lowers MEK5 binding to the human MEKK3 PB1 domain. 290,000 compounds, 1.4% hits. Q99759. binding response (% of control), % at 10 µM. bead-based flow cytometry, Alexa488-MEK5 binding to MEKK3; actives lie on both sides; 0 = blocked by unlabeled MEK5, 100 = vehicle;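 active = binding response more than 3 SD above or below the average of its plate-row segment, actives on both sides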;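 also: Alexa488 bead fluorescence after subtracting the streptavidin-only scavenger bead signal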
pCIP destab – p/CIP protein destabilization | Q05BA5 | F442A p/CIP-EGFP cells, EGFP fluorescence, 16 h | decrease of EGFP signal, % at 10 µM | 290,000 compounds, 0.01% hits | AID 1984;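 active = EGFP signal decrease of at least 30% at 10 µM or well 3 SD below plate mean, unless failing retest; inactive = the rest, including hits failing retest or dose response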; also: some compounds called inactive have numbers as strong as hits; many of its hits are not listed in these tables
IDE inh – cellular human IDE inhibition. HEK cells, FAbetaB cleavage, fluorescence polarization. 320,000 compounds, 0.41% hits. inhibition, % at 5.59 µM;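 active = percent inhibition above the average of all tested compounds plus 3 SD, set per screening campaign, cut at about 16% in these data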;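 also: IDE supplied by intact live HEK cells; FP after avidin binding of uncleaved biotin substrate so inhibition keeps polarization high; 0% = DMSO wells and 100% = 60 µM reference IDE inhibitor Ii1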
M4 PAM – CHRM4 positive allosteric modulation; 360,000 compounds, 0.4% hits; CHO-K1 hM4/Gqi5, Fluo-8 calcium fluorescence, ACh EC20; 0% = ACh EC20, 100% = maximal ACh; P08173; activation, % at 3 µM; AID 624126;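 active = activation above its plate's cutoff, the mean activation of sample wells plus 3 SD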; also: some results filed as inactive read as strong as hits
GalR3 antag – antagonists of human GalR3; inhibition, % at 3 µM; HEK293 GalR3-CNG cAMP membrane potential fluorescence; galR3 body fused to GalR1 C-terminus; 360,000 compounds, 0.44% hits; O60755;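 active = inhibition above the screen-wide average plus 3 SD, cut at about 13% in these data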;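 also: forskolin and galanin both at EC90 stimulate the cells; cAMP rise reported by CNG channel membrane potential dye signal; 0% = forskolin plus galanin with DMSO and 100% = forskolin alone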
CRFBP-R2 agonist – CRF-BP/CRF-R2 complex agonism | AID 588473 | 350,000 compounds, 0.46% hits | activation, % at 13.2 µM | HEK293 CRF-R2/CRF-BP, calcium dye fluorescence (FLIPR); percent of saturating CRF peptide response;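 active = activation of at least 50%, plus an integration ratio under a set limit after plate pattern correction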;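 also: plate controls were neutral control wells without compound for no effect and CRF at EC100 for full effect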
PHOSPHO1 block – inhibitors of human PHOSPHO1 phosphatase | recombinant PHOSPHO1, absorbance phosphatase assay | inhibition, % at 13.3 µM | 290,000 compounds, 1.1% hits | AID 1565; in the data active = inhibition above about 60%
An asterisk follows results filed as active; . = not tested or not shown. Compounds as they come. About 4.2% of those tested had a hit in this group.

SMILES	IDE act	CRFR2-BP antag	MEKK3 PB1 HTS	pCIP destab	IDE inh	M4 PAM	GalR3 antag	CRFBP-R2 agonist	PHOSPHO1 block
COc1ccccc1NC(=O)COC(=O)c1ccccc1OCC(=O)Nc1ccc(SC(F)F)cc1	2	2	106	2	-1	0	-3	-0.2	0
COc1ccc(-c2c(-c3ccc(OC)c(F)c3)c3ccccc3n2C)cc1	1	7	.	.	0	16	-6	-0.9	.
COc1ccc(C)cc1NC(=O)C1CCN(S(=O)(=O)c2c(C)noc2C)CC1	2	-16	100	5	2	8	2	-1.2	9
CC(C)(C)OC(=O)C[C@@H]1C/C=C\C[C@@H](CC(=O)NCCO)C(=O)N2CCC[C@H]2COC1=O	2	6	.	.	0	-1	-5	-2.1	.
CCOC(=O)Cc1csc(NC(=O)c2cc(-c3ccncc3)nc3ccccc23)n1	3	-5	.	.	11	-5	-1	-1.1	.
Cc1cc(NC(=O)Cn2c(=O)oc3ccccc32)no1	5	5	.	.	-2	-6	-6	-1.0	.
COc1ccc2cc(C(=O)Nc3ccccc3)sc(=O)c2c1OC	0	-7	106	-1	-5	3	-6	-1.3	-21
Nc1nonc1-n1nnc(C(=O)N/N=C/c2cccs2)c1-c1ccc2c(c1)OCO2	-2	-99	100	-12	8	-4	2	16	17
Cc1ccc(SCCNC(=O)c2cccc([N+](=O)[O-])c2C)cc1	3	-4	95	4	-1	4	-3	-0.6	24
N#CCn1cnc2sc(-c3ccccc3)cc2c1=O	1	2	93	-4	3	-4	2	2.8	10
CC(=O)c1ccc(-n2nncc2C(C)(C)C)cc1	6	-7	83	0	2	-3	-2	1.8	-13
Cc1ccc(-c2noc(C3CCCN(C(=O)c4ccc(Cl)cc4)C3)n2)o1 (stereo unspecified)	6	3	99	-4	9	1	-9	-0.7	16
CCOc1ccc(C(=O)N(CC)CC(=O)Nc2ccc3c(c2)OCCO3)cc1	2	-2	.	.	-1	5	1	1.6	.
COc1cc2c(cc1OC)C(c1ccc(Cl)cc1)CC(=O)N2 (stereo unspecified)	6	8	98	-10	-3	-4	-8	-0.7	27
O=C(CC(c1ccccc1)c1cc(Cl)ccc1O)NCCCN1CCOCC1 (stereo unspecified)	-3	-2	109	14	.	-10	-3	3.4	3
O=C(NNC(=S)NC(=O)c1sc2ccccc2c1Cl)c1ccc(Cl)cc1	-14	-222	80	4	3	-6	-11	210*	-11
CSCCC(NC(=O)c1ccccc1)C(=O)NCCc1ccc2c(c1)OCCO2 (stereo unspecified)	4	-3	.	.	-5	14	-8	-0.7	.
COCCCN(C(=O)c1ccc2ccccc2n1)c1c(N)n(Cc2ccccc2)c(=O)[nH]c1=O	7	-5	.	.	4	11	-6	1.8	.
COc1ccc(-c2nn(-c3ccccc3)cc2C(=O)NC2CCCCC2C)cc1 (stereo unspecified)	3	8	.	.	0	2	-3	-1.7	.
COc1ccc(S(=O)(=O)N2CCCCCC2)cc1NC(=O)Cc1ccc(OC)c(OC)c1	8	6	.	.	-2	-1	-7	0.9	.
COc1ccc2sc(N(CCN(C)C)C(=O)/C=C/c3cccs3)nc2c1	2	-14	105	9	2	-6	0	0.7	-5
CCCOc1ccc(Cl)cc1Nc1nc(NCCO)nc(N2CCCC2)n1	5	4	108	.	0	6	-5	0.2	.
CCOc1ccccc1-c1nc(-c2ccncc2)no1	4	-2	97	-11	0	-2	-3	-1.0	5
CCOC(=O)c1coc(C(=O)OCC)c1C(=O)OCC	0	-8	.	.	.	2	-6	-2.9	.
COc1cccc(S(=O)(=O)N(C)C[C@@H]2OCc3cn(nn3)CCCC(=O)N([C@@H](C)CO)C[C@H]2C)c1	.	5	.	.	.	-3	-7	0.2	.

Some of the entries above, reformatted.
CCOC(=O)Cc1csc(NC(=O)c2cc(-c3ccncc3)nc3ccccc23)n1
  IDE act = 3	CRFR2-BP antag = -5	MEKK3 PB1 HTS = .	pCIP destab = .	IDE inh = 11	M4 PAM = -5	GalR3 antag = -1	CRFBP-R2 agonist = -1.1	PHOSPHO1 block = .
Cc1cc(NC(=O)Cn2c(=O)oc3ccccc32)no1
  IDE act = 5	CRFR2-BP antag = 5	MEKK3 PB1 HTS = .	pCIP destab = .	IDE inh = -2	M4 PAM = -6	GalR3 antag = -6	CRFBP-R2 agonist = -1.0	PHOSPHO1 block = .

(continued)
SMILES	IDE act	CRFR2-BP antag	MEKK3 PB1 HTS	pCIP destab	IDE inh	M4 PAM	GalR3 antag	CRFBP-R2 agonist	PHOSPHO1 block
COC(=O)C(C)(C)ONC(=O)Nc1ccccc1	-1	1	109	-3	5	1	-5	-1.2	-1
COc1ccc(Cl)cc1NC(=O)N1CCN(S(C)(=O)=O)CC1	4	-11	96	5	2	11	-5	0.7	-3
COC(=O)CCc1nc2ccccc2nc1OC	0	-8	95	-14	-2	-3	1	1.3	34
CCOC(=O)N/N=C(\C)c1ccc(C)o1	-2	-4	101	19	6	21	-1	4.2	0
OCCNC(=S)Nc1ccc(Oc2ccccc2)cc1	2	23	106	3	-1	3	-5	-1.3	43
O=C(N/C(=C/c1ccc(F)cc1)C(=O)N1CCOCC1)c1ccco1	.	6	.	.	.	-1	-7	-0.9	.
COc1ccc2nc(Nc3nc(C)c(C(C)=O)s3)sc2c1	0	-15	99	-12	6	-2	-3	-1.1	34
Cc1nnnn1/C(=C\c1ccccc1)C(=O)OCC(=O)NC1CCCCC1	-2	-11	.	.	1	-8	-4	1.7	.
O=C(CN1CCN(CC(=O)Nc2ccc3c(c2)OCO3)CC1)Nc1ccc(F)cc1	0	1	90	2	1	3	-2	-0.7	-13
CC(=O)N1CCN(C(=O)COC(=O)CNC(=O)c2ccc(C)cc2)CC1	3	7	.	.	1	0	3	-0.9	.
COc1ccc(/C=C/C(=O)OCC(=O)c2ccc[nH]2)cc1	2	-4	.	.	2	5	-5	-1.0	.
COc1ccc(CCc2ccnc3ccccc23)cc1	1	-10	.	.	.	-3	-8	-0.5	.
CN(C)C(=O)c1cc(C(=O)c2c(F)cccc2F)c[nH]1	0	16	100	4	4	0	-10	-0.7	7
NS(=O)(=O)c1ccc(CCNC(=O)c2cc(-c3ccccc3)nc3ccccc23)cc1	3	1	96	1	-2	-7	3	-1.2	-7
O=C(O)c1cc(/C=C/c2ccc(N3CCOCC3)cc2)nc2ccccc12	2	-8	93	2	-1	1	-4	4.4	-23
O=C1CCCC(=NCc2ccco2)C1	1	-2	109	-11	-4	-1	-2	-1.8	5
Fc1ccc(-c2nc3c(-c4ccc(F)cc4)cnn3cc2CCN2CCOCC2)cc1	-1	-14	103	-7	5	3	4	-0.8	35
CN(CC(=O)Nc1cccc(F)c1)C(=O)C1CCN(S(=O)(=O)c2ccc3c(c2)OCCO3)CC1	8	-4	.	.	7	1	-3	0.2	.
CCOc1ccccc1NC(=O)Nc1ccc(Cl)cc1	4	-23	99	-10	-4	-5	-6	4.3	-25
O=C(NC1CCCCC1)C(c1cccs1)N(C(=O)Cc1c[nH]c2ccccc12)c1ccc(F)cc1 (stereo unspecified)	7	-28	102	-13	-5	3	-4	0.0	30
COc1ccc(-c2ccnc3ncnn23)cc1	-2	13	102	6	-1	-8	-3	-0.6	-10
COc1ccc(C(=O)Nc2ccccc2C(=O)NC2CC2)c(OC)c1OC	.	11	.	.	.	-1	-6	-1.7	.
CN(C)c1cc[n+](CC(=O)Nc2ccccc2C(F)(F)F)cc1	-3	-4	105	0	-4	4	-10	0.1	29
CCSC(=O)N=Nc1ccc(O)cc1	-3	2	.	.	.	1	-6	-2.7	.
COC(=O)CNC(=O)c1c(C)cc(=O)oc1C	-4	2	104	0	-2	17	-7	1.7	-13

Complete entries, quoted from the list.
Profile of O=C(N/C(=C/c1ccc(F)cc1)C(=O)N1CCOCC1)c1ccco1 → IDE act = .; CRFR2-BP antag = 6; MEKK3 PB1 HTS = .; pCIP destab = .; IDE inh = .; M4 PAM = -1; GalR3 antag = -7; CRFBP-R2 agonist = -0.9; PHOSPHO1 block = .
Profile of O=C1CCCC(=NCc2ccco2)C1 → IDE act = 1; CRFR2-BP antag = -2; MEKK3 PB1 HTS = 109; pCIP destab = -11; IDE inh = -4; M4 PAM = -1; GalR3 antag = -2; CRFBP-R2 agonist = -1.8; PHOSPHO1 block = 5
Profile of CN(C)c1cc[n+](CC(=O)Nc2ccccc2C(F)(F)F)cc1 → IDE act = -3; CRFR2-BP antag = -4; MEKK3 PB1 HTS = 105; pCIP destab = 0; IDE inh = -4; M4 PAM = 4; GalR3 antag = -10; CRFBP-R2 agonist = 0.1; PHOSPHO1 block = 29

Returning to the listing, starting four compounds before the break.
SMILES	IDE act	CRFR2-BP antag	MEKK3 PB1 HTS	pCIP destab	IDE inh	M4 PAM	GalR3 antag	CRFBP-R2 agonist	PHOSPHO1 block
COc1ccc(C(=O)Nc2ccccc2C(=O)NC2CC2)c(OC)c1OC	.	11	.	.	.	-1	-6	-1.7	.
CN(C)c1cc[n+](CC(=O)Nc2ccccc2C(F)(F)F)cc1	-3	-4	105	0	-4	4	-10	0.1	29
CCSC(=O)N=Nc1ccc(O)cc1	-3	2	.	.	.	1	-6	-2.7	.
COC(=O)CNC(=O)c1c(C)cc(=O)oc1C	-4	2	104	0	-2	17	-7	1.7	-13
O=[N+]([O-])c1ccc(NN=Cc2cccc3ccccc23)cc1	4	-57	.	.	.	2	-3	21	.
O=C(Nc1ccc(Cl)cc1)N1CCOC12CCCCC2	-1	5	98	-6	-4	4	-2	-0.4	-4
O=C(NCCc1ccccc1)c1cc(-c2ccco2)on1	2	1	99	-12	9	0	-1	0.7	11
Cc1nc2ncnn2c(C)c1CCC(=O)N1CCN(c2ccccn2)CC1	1	2	96	4	-3	5	-4	-1.1	-40
CCOC(=O)C1CCCN(C(=O)c2cc(-c3ccc(F)cc3)nc3ccccc23)C1 (stereo unspecified)	10	-37	110	-6	2	-8	-3	0.9	6
O=C(O)c1ccc(NC(=S)NC(=O)c2ccc(-c3ccccc3)cc2)cc1	-45	78*	99	11	4	5	-6	-1.0	-5
Cc1ccc(-n2c3nc(=O)[nH]c(=O)c-3cc3cc([N+](=O)[O-])ccc32)cc1C	-3	-73	120	-8	-4	2	4	58*	-12
CCCCn1c(N)c(N(CCOC)C(=O)c2cccc(S(=O)(=O)N(C)c3ccc(C)cc3)c2)c(=O)[nH]c1=O	6	-5	.	.	-1	-4	0	-1.5	.
CN(C)/C=C(\C#N)C(N)=C(C#N)C#N	.	-6	90	-3	2	8	-5	15	45
O=C(N1CCCCC1)N1CCCN(C(=O)N2CCCCC2)CC1	-2	6	102	-8	3	11	-1	-0.5	-10
O=C(O)c1ccccc1C(=O)N1CCN(c2ccccc2)CC1	0	-18	105	-1	7	18	1	0.5	9
N#CC1=C(N)OC2=C(CN(Cc3ccccc3)C/C2=C\c2cccnc2)C1c1cccnc1 (stereo unspecified)	10	15	104	-6	2	2	-5	6.9	-8
Cc1cccc(NC(=O)CCN2C(=O)c3cccc([N+](=O)[O-])c3C2=O)c1	4	13	104	-9	-4	-5	-8	0.1	-17
N#CCSc1nc2c(c(C3CC=CCC3)c1C#N)CCC2 (stereo unspecified)	4	34	98	-7	10	-3	-2	-1.6	18
Cc1ccsc1C(=O)OCc1nc2ccccc2c(=O)[nH]1	-5	-19	89	-14	5	5	-6	-1.8	12
COc1cc2sc3cc(NCc4ccc5c(c4)OCO5)ccc3c(=O)c2cc1OC	3	23	.	.	0	15	5	5.2	.
Cc1cc(NC(=O)COC(=O)C(C)Oc2ccc(Cl)cc2Cl)no1 (stereo unspecified)	1	-29	108	3	5	-2	-6	2.9	19
